# Assay outcomes from PubChem.
# ATXN2 expr inh: ATXN2 expression inhibition; AID 1745845; 360,000 tested, 0.72% active; HEK-293 ATXN2-luciferase reporter, luminescence, 24 h; Potency, µM (highest dose often 57 µM), without a hit: top-dose activity change, negative = inhibition, most hits filed as inhibitors; further: potency means the concentration at half of the fitted maximal effect; on the % scale 0 is the no-effect control and ±100 the full control effect; nearly all actives have a fitted effect of over 55% in size
#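 ATXN2-luciferase reporter cells (luciferase flanked by upstream and downstream ATXN2 gene portions) were treated 24 h at 37 °C with compounds at up to 57 uM. SteadyGlo luminescence gave expression; GF-AFC fluorescence gave viability.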
# SW480 rerep: induces DNA re-replication in SW480 colon adenocarcinoma cells; SW480 DNA re-replication, Hoechst DNA content imaging, 48 h; 340,000 tested, 1.8% active; Potency, µM (titrated, usually from 46.1 µM), for the others: at the highest dose re-replication activation, actives largely listed as activators; further: potency means the concentration at half of the fitted maximal effect; % of control where 0% means no effect; nearly all actives have a fitted effect of over 55% in size
#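 First, 250 cells per well were seeded. Next, compound or vehicle (23 nL) was pinned in, plates sat 48 hr at 37 C. Finally Hoechst was added for 40 min before fluorescence scanning.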
# WRN helicase inh: blocks human WRN helicase. WRN helicase unwinding, fluorescent forked duplex, kinetic. Q14191. Potency, µM (top dose mostly 114 µM), without a hit: at the top dose activity change, negative = inhibition, hits mostly inhibitors. 360,000 tested, 0.46% active. AID 651768; further: potency means the concentration at half of the fitted maximal effect; on the % scale 0 is the no-effect control and ±100 the full control effect; nearly all actives have a fitted effect of over 55% in size
#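 Enzyme (20 nM final) and test compound sit together 15 min at room temperature before substrate addition. Substrate is a single-forked duplex oligonucleotide (100 nM) labelled with fluorophore and quencher, with 2 mM ATP; helicase unwinding raises red fluorescence, read kinetically.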
# HT1080-NT tox: kills 2HG-producing HT-1080-NT fibrosarcoma cells. HT-1080-NT fibrosarcoma viability, CellTiter-Glo ATP luminescence, 48 h. Potency, µM (titrated, usually from 46.1 µM), inactives show at the highest dose activity, negative = less viability, usual class: cytotoxic. 360,000 tested, 1.6% active. AID 686970;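 further: NT is the 2HG producing partner of a matched IDH1 knockdown line; potency means the concentration at half of the fitted maximal effect; 0% = DMSO-treated cells and -100% = media-only wells without cells; nearly all actives have a fitted effect of over 55% in size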
#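 A 48-hour cytotoxicity screen used HT-1080-NT cells plated 2 hours before compound delivery. ATP-based CellTiter-Glo luminescence measured viability, normalized to DMSO and no-cell controls.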
# KB-V1 MDR tox: kills drug-selected multidrug resistant KB-V1 cells; KB-V1 MDR cells viability, CellTiter-Glo, 72 h; Potency, µM (titrated, usually from 46.1 µM), inactives show top-dose activity change, negative = cytotoxicity, usual class: cytotoxic; 400,000 tested, 3.4% active; AID 1347076; further: potency means the concentration at half of the fitted maximal effect; on the % scale 0 is the no-effect control and ±100 the full control effect; nearly all actives have a fitted effect of over 60% in size
#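 Cytotoxicity via CellTiter-Glo luminescence after 72 h compound exposure at 37 degrees C. Cells: drug-selected KB-V1 line, DMEM phenol-red free plus 10% FBS. Compounds tested at multiple concentrations; normalized data fitted to concentration-effect curves.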
# IL1B secr inh: inflammasome signaling inhibition, IL-1 beta readout. THP-1 LPS/ATP IL-1B secretion, AlphaLISA, 16 h; hits give low values. activity change, % at 57.5 µM. 360,000 tested, 4.7% active; in the data active means activity change below about -50%; inconclusive means mostly about -30% to -49%; further: on the % scale 0 is the no-effect control and ±100 the full control effect
#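 THP-1 cells pretreated 1 hr with compounds (up to 57.5 uM final), then stimulated with LPS (250 ng/mL final) plus ATP (1.25 mM final); secreted IL-1B measured by AlphaLISA after 16 hr, decreased signal indicating inhibition.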
# HT1080 IDH1KD tx: HT-1080 IDH1 knockdown cell toxicity (counter line) | HT-1080 IDH1 knockdown viability, ATP luminescence, 48 h | Potency, µM (series often up to 46.1 µM), without a hit: top-dose activity, negative = toxicity, actives largely listed as cytotoxic | 360,000 tested, 2% active;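 further: potency means the concentration at half of the fitted maximal effect; 0% = DMSO wells and -100% = cell-free medium wells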
#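 Assay cells: HT-1080 with IDH1 knockdown, 750 per well, RPMI/5% FBS. Exposure: 48 h at 37 °C following 2 h pre-incubation. Read: CellTiter-Glo luminescence; fitted concentration-response, curve class assigned.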
# KB-3-1 tox: KB-3-1 parental cell cytotoxicity; 400,000 tested, 1.4% active; Potency, µM (highest dose often 46.1 µM), for inactives: top-dose activity change, negative = cytotoxic, usual class: cytotoxic; KB-3-1 viability, CellTiter-Glo ATP luminescence, 72 h; further: potency means the concentration at half of the fitted maximal effect; on the % scale 0 is the no-effect control and ±100 the full control effect; nearly all actives have a fitted effect of over 60% in size
#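 Luminescent ATP read-out (CellTiter-Glo) measures survival of drug-naive KB-3-1 cells after 72 h compound exposure at 37 °C. Titration series was screened from lowest to highest concentration, with DMSO vehicle plates as background controls.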
# MCF10A rereplic: DNA re-replication induction in MCF 10a cells; MCF 10A DNA re-replication, Hoechst nuclear intensity, 48 h; 350,000 tested, 2.9% active; Potency, µM (top dose mostly 46.1 µM), for the others: top-dose activity, positive = re-replication, actives largely listed as activators; further: potency means the concentration at half of the fitted maximal effect; % of control where 0% means no effect; nearly all actives have a fitted effect of over 50% in size
# An asterisk follows results filed as active; ? = inconclusive; / = not tested or not shown; & = joins results of further samples; [ ] = dose if it differs, or a comment. Unless noted, the call rests on the fitted dose curve; in most records, active means well fitted curve in the direction sought with a large enough effect; inconclusive means small, poorly fitted or top-dose-only effect, or another doubt; inactive means no such curve, though single readings can be large; an effect the other way counts as inactive or inconclusive.
SMILES,ATXN2 expr inh,SW480 rerep,WRN helicase inh,HT1080-NT tox,KB-V1 MDR tox,IL1B secr inh,HT1080 IDH1KD tx,KB-3-1 tox,MCF10A rereplic
Cc1cc(C)n(C(=O)CSc2nnc(SCC(=O)n3nc(C)cc3C)s2)n1,3.5%,2.6%,1.0%,12.4%,27.0%,23.0,16.1%,3.4%,-4.5%
O=C(Cn1c(-c2ccccc2)noc1=O)NCc1ccccc1,6.2%,-0.6%,0.0%,12.2%,2.6%,1.1,22.2%,5.9%,0.4%
O=C(COc1ccc2cc(Br)ccc2c1Br)N1CCOCC1,-8.9%,?,-6.6%,-27.5%,-7.5%,-76.8*,?,?,3.0%
CCOc1ccc(NC(=O)CSCc2cnn(-c3ccccc3)c2-n2cccc2)cc1,-5.2%,-3.0%,-15.3%,7.0%,0.0%,46.4,-0.7%,-0.3%,10.8%
Cc1ccc(-n2nc3c(=O)n(CCCC(=O)NCc4ccccc4F)nc(C)c3c2C)cc1,0.0%,8.6%,8.3%,-1.2%,-11.2%,?,-2.9%,-1.0%,24.0%
COc1cc(NC(=O)CS(=O)(=O)c2ccc(C)cc2)cc(OC)c1OC,-20.0%,-3.1%,-2.1%,19.1%,0.0%,-5.6,15.1%,-2.2%,0.2%
CC(=O)Nc1cccc(NC(=O)C2CCN(C(=O)c3ccco3)CC2)c1,17.4%,1.8%,0.1%,-12.4%,11.3%,2.2,10.5%,-15.6%,?
CCc1ccc(-c2cc(C(F)(F)F)n3nc(C(=O)Nc4c(C)nn(Cc5ccccc5C)c4C)cc3n2)s1,-10.5%,2.59µM*,-6.1%,1.3%,22.1%,19.1,-0.6%,1.3%,?
O=C(COC(=O)c1c(Cl)cccc1Cl)NC1CCCCCCC1,/,0.3%,0.1%[11.6 µM],-1.7%,-5.2%,-16.2,4.6%,-5.1%,0.4%
CCOc1ccc(N=C(/C(C(=O)C(=O)N2CCOCC2)=C(\O)c2ccccc2)c2ccccc2)cc1,55.6%[activator],?,-16.5%,2.3%,-1.6%,11.3,0.4%,9.8%,-6.3%
Cc1cccn2c(=O)c3cc(C(=O)N4CCCC(C)C4)sc3nc12 (stereo unspecified),30.7%[activator],18.0%,3.2%,14.3%,-18.8%,0.2,2.4%,-3.5%,?
N#CC1(Nc2ccc(-c3ccc(Cl)cc3)cc2)CCCC1,42.3%[activator],1.4%,-5.4%,0.1%,?,?,3.6%,-0.4%,-2.3%
Cc1ccc(C(=O)N2CCN(C(=O)c3ccco3)CC2)cc1NC(=O)c1ccco1,-4.7%,-0.3%,6.4%,13.5%,-12.7%,1.1,21.4%,0.8%,-2.2%
COC(=O)c1ccc(C(=O)Nc2cc(Cl)ccc2Cl)cc1NC(=O)c1ccccc1C,-26.9%,16.3%,-8.5%,8.5%,-10.5%,33.8,4.4%,-1.3%,20.4%
O=C(CSc1ncnc2scc(-c3ccc(Cl)cc3)c12)NCc1ccc2c(c1)OCO2,-28.3%,16.5%,-1.8%,-12.2%,-15.3%,16.3,-13.3%,-10.5%,?
Cc1ccc([C@@H]2[C@@H]3C(=O)N(C)C(=O)[C@@H]3[C@]3(C)C(=O)N(CCO)CC(=O)N23)o1,8.8%,-35.0%[inhibitor][9.22 µM],-5.5%,5.4%,0.0%,12.2,14.0%,12.4%,-4.1%
Cc1ccc(C)c(S(=O)(=O)N2CCN(C(=O)c3ccccn3)CC2)c1,-1.5%,-23.6%,0.1%,-11.2%[9.24 µM],-12.5%,0.0,-1.0%,3.4%,-3.6%
CN(C)/C=C/C(=O)/C=C/c1cn(-c2ncc(C(F)(F)F)cc2Cl)c2ccccc12,?,?,-11.2%,?,?,-8.3,?,?,3.66µM*
COc1ccc(CC2SC(N)=NC2=O)cc1 (stereo unspecified),0.9%,5.1%,-21.6%,6.9%,11.1%,2.3,4.6%,0.8%,0.8%
O=C(O)c1ccccc1C(=O)c1ccc(Cl)cc1,/,-17.5%,5.5%,4.0%,19.4%,7.9,-1.2%,2.9%,2.3%
CN(c1ccccc1)S(=O)(=O)c1cccc(NC(=O)c2ccncc2)c1,/,-8.0%,-4.0%,/,-7.9%,5.1,/,?,3.2%
CCc1cc(CN2CCOCC2)c(NC(=O)c2ccccc2)s1,9.7%,-0.5%,-19.9%,-10.1%,?,-21.8,-3.4%,13.7%,4.3%
NC(=O)NCC(c1ccccc1)C1CCCCC1 (stereo unspecified),/,-5.3%,-8.7%,0.5%,-2.2%,-6.5,-1.5%,0.9%,-2.3%
Cc1ccc(C2C=NN(c3ccccc3)C2=O)cc1 (stereo unspecified),/,-3.3%,3.6%,3.0%,-15.3%,16.0,1.6%,-15.0%,-2.0%
COc1ccccc1CC(=O)Nc1cc2oc3ccccc3c2cc1OC,9.7%,-2.6%,-11.7%,?,-13.3%,-22.2,?,12.7%,0.2%
# (cont.)
SMILES,ATXN2 expr inh,SW480 rerep,WRN helicase inh,HT1080-NT tox,KB-V1 MDR tox,IL1B secr inh,HT1080 IDH1KD tx,KB-3-1 tox,MCF10A rereplic
CCOC(=O)COn1c(=O)c[n+]([O-])c2ccccc21,3.4%,-4.0%[9.22 µM],-1.0%,4.5%,12.3%,18.3,16.2%,2.2%,-4.6%
O=C(O)CN1C(=O)c2ccc(C(=O)c3ccccc3)cc2C1=O,8.0%,-4.3%,2.3%,1.4%,-1.6%,-7.2,-0.9%,16.5%,-0.2%
CCN1C(=O)[C@H]2[C@H]3CN=C(SCc4ccc(C)cc4)N3[C@@](C)(C(=O)OC)[C@H]2C1=O,4.4%,-1.1%,-7.8%,11.9%,10.1%,2.4,13.7%,-0.2%,-10.5%
O=C1CC(c2ccc(OCCCCCOc3ccc(C4CC(=O)NC4=O)cc3)cc2)C(=O)N1 (stereo unspecified),-25.2%,?,-17.9%,-20.8%,-5.8%,-131.5*,-16.4%,-9.6%,?
CCn1c(=O)c2cc(C(=O)NCCCOC)sc2c2ccccc21,-2.5%&-12.6%,?,-3.4%,?,?,-50.1*,?,?,98.2%
CN(Cc1ccccc1)C(=O)C1CCN(S(=O)(=O)c2cccc3nsnc23)CC1,-4.7%,20.6µM*,-9.8%,3.2%,?,-13.7,-0.6%,-19.2%,19.7%
O=C(NCc1cccnc1)c1cc(C2CCCCN2C(=O)c2cccs2)on1 (stereo unspecified),0.9%,/,-5.4%,25.9%,-16.3%,17.9,17.8%,0.0%,/
CCN(C(=O)c1ccc(N2CC3CC(C2)c2cccc(=O)n2C3)c(NC(=O)c2ccncc2)c1)c1cccc(C)c1 (stereo unspecified),-4.5%,0.2%,9.3%,-6.4%,-6.1%,?,-2.4%,-17.1%,-10.0%
CCSc1ccccc1C(=O)N1CCN(c2ccccc2F)CC1,-9.6%,-3.2%,6.7%,0.3%,-3.1%,9.3,?,-21.5%,3.6%
CCOC(=O)c1sc(=NC(=O)c2ccccc2Br)n(C)c1C,31.0%[activator],-8.0%,0.4%,14.8%,?,28.8,13.2%,18.5%,14.1%
CC(C)[C@@H]1CC[C@@H](C)C[C@H]1OC(=O)C[n+]1cc(-c2ccc(Cl)cc2)n2c1CCCCC2,?,?,-0.2%,6.51µM*,1.6%,/,7.31µM*,?,?
OC1(c2ccccc2F)CCN(Cc2nnc(-c3ccccc3)o2)CC1,3.0%,-6.2%,3.7%,-0.8%,-8.7%,0.0,-0.4%,2.9%,2.1%
CC(=O)N1CCN(CCS(=O)(=O)c2ccc(Br)cc2)CC1,-24.4%,-2.6%,5.0%,0.6%,-18.9%,-53.2*,2.6%,0.9%,13.2%
O=C(C[n+]1ccccc1)Nc1ccc(Oc2ccccc2)cc1,0.3%[11.3 µM],6.1%,-3.2%,-15.7%,-3.1%,?,-16.8%,-28.4%,11.3%
O=C1NC(c2ccc(Br)cc2)Nc2ccccc21 (stereo unspecified),-6.5%,?,4.5%,5.8µM*,6.51µM*,51.2,11.6µM*,?,18.4µM*
Cc1ccc(C(=O)NC(=S)NCc2ccco2)cc1,1.7%[11.3 µM],16.8%,-33.3%[57.1 µM],-2.1%,-12.8%,-20.0,2.3%,-3.5%,14.4%
O=C(NCCCN1CCOCC1)c1ccc2c(=O)n(Cc3cccc(Br)c3)c(=S)[nH]c2c1,-23.8%,?,7.6%,?,-14.9%,-64.7*,?,-6.8%,22.2%
CCc1ccc(C(N)=S)cc1,8.6%,2.0%,-0.5%,2.2%,20.2%,1.1,-1.0%,7.9%,2.5%
CC(=O)c1c(C)[nH]c(C2=NNC(=NCc3ccccc3)SC2)c1C,-13.3%,1.9%,-2.6%,-2.6%,5.2%,0.0,-5.8%,-15.6%,-0.8%
Cc1cccc(CCN2CCN=C2Nc2ccccc2)c1,-14.7%,2.4%,1.7%,-26.8%,3.9%,-23.3,-7.6%,1.1%,-5.6%
CCCC(CCC)=NNc1ccc(S(=O)(=O)Nc2ccccc2OC)cc1[N+](=O)[O-],-0.3%,1.6%,-4.6%,2.8%,11.6µM*,-26.8,4.1%,-13.7%,?
CCOC(=O)N1CCC(NC(=O)CN2C(=O)CSc3ncccc32)CC1,0.8%,2.4%,6.1%,0.0%,0.6%,2.5,-5.0%,4.0%,27.0%
O=C(CNC(=O)C1CCCC1)Nc1ccccc1Br,-8.8%,-2.4%,13.3%,8.2%,-6.6%,0.0,8.9%,2.6%,-3.0%
